Assay outcomes from PubChem.
DYRK1A inh = blocks rat Dyrk1A kinase activity. inhibition, % at 12.5 µM. 310,000 compounds, 0.43% hits. ADP-Glo luminescence, NFATc1 peptide. Q63470; in the data active = inhibition above about 50%;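 note: plate controls were vehicle with enzyme for no effect and no enzyme for full effect; many of its hits are not listed in these tables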
KCNK3 inh = human KCNK3 channel inhibition, primary screen | O14649 | CHO-KCNK3 thallium flux, FluxOR fluorescence; active compounds read low | B-score at 10 µM | 340,000 compounds, 0.84% hits;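 active = B-score under library mean minus 4 SD, starting fluorescence ratio at most library mean plus 5 SD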;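 note: more negative B-score means stronger inhibition of thallium flux through KCNK3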
Target sequence (O14649 whole entry, looked up): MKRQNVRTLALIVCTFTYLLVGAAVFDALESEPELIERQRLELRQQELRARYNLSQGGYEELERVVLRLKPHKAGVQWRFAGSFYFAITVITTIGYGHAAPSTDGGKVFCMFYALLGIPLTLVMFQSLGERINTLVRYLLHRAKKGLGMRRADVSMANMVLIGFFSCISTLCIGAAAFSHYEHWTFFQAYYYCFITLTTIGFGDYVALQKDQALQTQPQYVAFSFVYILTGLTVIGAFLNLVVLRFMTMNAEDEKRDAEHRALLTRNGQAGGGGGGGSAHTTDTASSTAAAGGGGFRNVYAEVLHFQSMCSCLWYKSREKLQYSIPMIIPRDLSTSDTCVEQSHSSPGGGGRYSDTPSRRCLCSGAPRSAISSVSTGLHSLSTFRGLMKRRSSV
TMEM16A act = mouse TMEM16A channel activation, primary screen; HEK293 TMEM16A/YFP-H148Q/I152L, iodide quench fluorescence; active compounds read low; 340,000 compounds, 0.3% hits; B-score at 10 µM; Q8BHY3;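 active = fluorescence-ratio B-score plate-corrected deviation score at least 3 library SD below zero, with starting fluorescence score within 5 deviations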;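 note: channel opened by trigger with iodide after compound preincubation; score built on the fluorescence ratio of max minus min over baseline; more negative score means more quench and so TMEM16A activation or potentiation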
hERG rescue = shields human hERG channel from block by proarrhythmic agents | Q12809 | CHO-hERG, FluxOR thallium flux, dofetilide IC70 present | activation (rescue from dofetilide block), less the hit threshold, % at 10 µM | 310,000 compounds, 0.51% hits;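 active = activation above the mean of controls blocked by dofetilide plus 5 SD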;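 note: thallium influx through hERG after potassium depolarization seen as dye fluorescence rise; in these data hits start at about 4.7%; inactives centre near -7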
HDAC3 inhib = human HDAC3 inhibition. O15379. inhibition, % at 8.3 µM. recombinant HDAC3, fluorogenic peptide/trypsin coupled, fluorescence. AID 2718. 320,000 compounds, 0.15% hits; in the data active = inhibition above about 26%, passing the limit was not always enough; inconclusive = no clear call, values can overlap the other calls
TRPC4 potent = allosterically enhances the mouse TRPC4 cation channel; HEK293 TRPC4beta/mu-opioid, DAMGO EC20, Fluo-4 Ca2+ flux; active compounds read high; B-score at 10 µM; 310,000 compounds, 0.42% hits; AID 2227;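 active = B-score of calcium response area above 5 SD of library B-scores, with initial fluorescence ratio within 5 SD of library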;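 note: B-score of integrated fluorescence ratio over time as area under calcium response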
KCNQ1 inh = blocks the human KCNQ1 potassium channel; P51787; CHO-K1 KCNQ1, FluxOR thallium flux fluorescence; active compounds read high; B-score at 10 µM; 310,000 compounds, 1.3% hits;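 active = compounds whose thallium flux B-score, printed positive for inhibition, exceeds three library SD while starting fluorescence stays within three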;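 note: channel opened by potassium depolarization with thallium stimulus after 20 min compound exposure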
Target sequence (P51787 whole entry, looked up): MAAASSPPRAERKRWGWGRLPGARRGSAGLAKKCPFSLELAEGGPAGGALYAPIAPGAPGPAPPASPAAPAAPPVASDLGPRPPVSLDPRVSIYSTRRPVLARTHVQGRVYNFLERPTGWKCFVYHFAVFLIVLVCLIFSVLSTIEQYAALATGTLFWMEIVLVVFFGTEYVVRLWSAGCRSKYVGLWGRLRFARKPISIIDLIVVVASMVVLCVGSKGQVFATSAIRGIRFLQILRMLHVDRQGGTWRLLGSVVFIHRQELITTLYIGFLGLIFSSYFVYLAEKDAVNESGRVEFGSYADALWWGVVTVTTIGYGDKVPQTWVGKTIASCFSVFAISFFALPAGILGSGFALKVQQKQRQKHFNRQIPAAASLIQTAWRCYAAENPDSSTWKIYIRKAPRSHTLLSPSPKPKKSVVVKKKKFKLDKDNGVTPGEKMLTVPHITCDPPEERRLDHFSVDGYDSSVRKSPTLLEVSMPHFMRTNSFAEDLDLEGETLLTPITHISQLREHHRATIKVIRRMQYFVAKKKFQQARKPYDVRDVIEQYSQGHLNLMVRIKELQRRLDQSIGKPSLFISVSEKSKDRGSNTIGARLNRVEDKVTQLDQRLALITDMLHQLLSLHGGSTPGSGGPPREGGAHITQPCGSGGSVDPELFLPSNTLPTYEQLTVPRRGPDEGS
ANO1 block = blocks the mouse calcium-activated chloride channel TMEM16A | HEK293 TMEM16A/YFP iodide influx fluorescence, ionomycin | normalized B-score (activity score, 25-100; higher = stronger inhibition) at 10 µM | 310,000 compounds, 1.2% hits;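 active = ratio plate-corrected score three or more library SD toward inhibition, starting fluorescence score within five deviations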;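 note: score derived from kinetic fluorescence span divided by baseline fluorescence per well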
TRPC4 agonist = activators of mouse TRPC4 channel; HEK293 TRPC4beta/mu-opioid, Fluo4 calcium fluorescence; active compounds read high; B-score at 10 µM; 310,000 compounds, 0.49% hits;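 active = B-score above 5 SD of library B-scores, and initial fluorescence ratio not above library mean plus 5 SD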;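 note: positive B-score marks a calcium rise read as TRPC4 activation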
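Incubation: 45 min room-temperature Fluo4 loading, 110 s read / System: HEK293 cells stably co-expressing mouse TRPC4beta and mu-opioid receptor / Signal: Fluo4 fluorescence, kinetic / Control set: buffer (low) and maximal DAMGO (high) / Measure: integrated baseline-normalised fluorescence ratio, converted to per-well B score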
KCNK9 inh = blocks the human KCNK9 two-pore domain potassium channel; HEK293 KCNK9, FluxOR thallium flux fluorescence; active compounds read low; Q9NPC2; B-score at 10 µM; 310,000 compounds, 1.2% hits;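 active = ratio B-score over 3 SD below the library mean, with starting fluorescence within 5 SD of its mean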;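 note: negative B-score means less thallium flux so channel inhibition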
KCNQ1 pot = human KCNQ1 channel potentiation or activation. B-score at 10 µM. 310,000 compounds, 0.35% hits. P51787. CHO-K1 KCNQ1, thallium flux FluxOR fluorescence; active compounds read high;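 active = fluorescence ratio B-score, a plate-corrected score, at least three library SD, with initial intensity B-score within 5 SD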
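Assay system: CHO-K1 cells stably expressing KCNQ1; Medium: assay buffer with matched DMSO; Also added: K+/Tl+ depolarizing stimulus; Dosing: single dose; Timing: dye 90 min, compound 20 min, room temperature; Measured by: kinetic FluxOR thallium fluorescence, 10-s 1-Hz baseline, 110-s post-stimulus read; Read-out: peak-minus-minimum fluorescence over initial fluorescence, negative-control normalized, B-scored.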
The depositor's hits bear a star; i = inactive; u = inconclusive; x = not tested or not shown. A portion of the library; the hit share may differ from the screen's.

SMILES	DYRK1A inh	KCNK3 inh	TMEM16A act	hERG rescue	HDAC3 inhib	TRPC4 potent	KCNQ1 inh	ANO1 block	TRPC4 agonist	KCNK9 inh	KCNQ1 pot
CCN(CC(=O)Nc1ccccc1OC)C(=O)c1ccc(NS(=O)(=O)c2ccc(C(C)=O)cc2)cc1	0	i	i	-11	1	i	i	i	i	i	i
CCN(c1ccc(NC(=O)COC(=O)c2cc3ccccc3oc2=O)cc1)C(C)C	-1	i	i	-5	6	i	i	i	i	i	i
O=C(/C=C\Nc1ccc2c(c1)OCO2)c1cccs1	-3	i	i	-4	-2	i	i	i	i	i	i
O=C(CCc1ccccc1)NCC1(c2ccccc2)CCCC1	-1	i	i	-6	-4	i	i	i	i	i	i
CCOC(=O)[C@H]1[C@H]2COc3ccccc3[C@@H]2N2C(=O)c3c(C)cc(C)cc3NC(=O)[C@@]12C	7	i	i	x	-2	x	x	i	x	x	x
COc1cccc(C(=O)NCC2CCCN(C3CCCCC3)C2)c1OC (centres undefined)	7	i	i	1	-3	i	i	i	i	i	i
Cc1ncoc1C(=O)N1CCCC(C(=O)c2ccc3c4c(cccc24)CC3)C1 (centres undefined)	3	i	i	-13	-13	i	i	i	i	i	i
CCC(CC)C(=O)Nc1cccc(/C(C)=N/NC(=O)c2c(Br)cnn2C)c1	-3	i	i	-6	6	i	i	i	i	i	i
O=C(CC1C(=O)NCCN1Cc1cccc(F)c1)NC1CCCCC1 (centres undefined)	0	i	i	-11	-4	i	i	i	i	i	i
COc1ccccc1Cn1c(=S)[nH]c2ccc(F)cc2c1=O	x	i	i	-4	7	i	i	i	i	i	i
CCn1c(SCC(=O)Nc2ccc3c(c2)OCO3)nnc1C1CC1	3	i	i	-9	0	i	i	i	i	i	i
Cc1nc2ccccc2nc1OCC(=O)NCc1ccc2c(c1)OCO2	-5	i	i	-10	-2	i	i	i	i	i	i
COc1cccc(NC(=O)CSc2nnc(COc3ccc4c(c3)CCCC4)o2)c1	-8	i	i	-3	-2	i	i	i	i	i	i
CCc1ccc(CC)c(S(=O)(=O)Nc2ccc(C(=O)O)c(O)c2)c1	4	i	i	-12	6	i	i	i	i	i	i
CC(C)c1ccc(C(=O)N2CCCN(C(=O)c3ccc(C(C)C)cc3)CC2)cc1	-4	i	i	-7	4	i	i	i	i	i	i
N=c1oc2ccc3ccccc3c2cc1C(N)=S	23	i	i	-26	-15	i	i	i	i	i	i
COc1ccc(C(C(=O)NC2CCCCC2)N(C(=O)c2ccco2)c2ccccc2OC)cc1 (centres undefined)	-1	i	i	-10	3	i	i	i	i	i	i
O=C(CN1C(=O)S/C(=C\c2ccccn2)C1=O)Nc1ccc(F)cc1	-4	i	i	-12	10	i	i	i	i	i	i
O=C1C(=O)N(C2CCS(=O)(=O)C2)C(c2cccc(O)c2)/C1=C(/O)c1ccc(Cl)cc1 (centres undefined)	10	i	i	-8	2	i	i	i	i	i	i
O=C(c1ccco1)N1N=C(C2CCCCC2)CC1(O)C(F)(F)F (centres undefined)	-1	i	i	-15	8	i	i	i	i	i	i
CCOC(=O)C1CCN(C(=O)c2ccc(Br)o2)CC1	-2	i	i	-13	2	i	i	i	i	i	i
Cc1ccc(CNC(=O)CCS(=O)(=O)c2ccc3c(c2)CC(C)N3C(=O)C2CC2)o1 (centres undefined)	-2	i	i	-4	0	i	i	i	i	i	i
CCOC(=O)c1cnc(Nc2ccccc2)nc1C(F)(F)F	0	i	i	-5	-14	i	i	i	i	i	i
CC(=O)c1cc(C(=O)c2ccccc2)sc1Nc1ccccc1	-2	i	i	0	5	i	i	i	i	i	i
Cn1c(C(=O)N[C@@H](C(=O)O)c2ccccc2)cc2cc(Cl)ccc21	3	i	i	-5	-15	i	i	i	i	i	i
CS(=O)(=O)c1ccc(Cl)c(NC(=O)Nc2ccccc2)c1	2	i	i	-7	6	i	i	i	i	i	i
COC(=O)C1=C(C)Nc2ncnn2C1c1ccc(OCc2ccccc2)cc1 (centres undefined)	2	i	i	-6	-3	i	i	i	i	i	i
COc1ccc(OC)c(C(=O)N2CCC(CCC(=O)NC3CC3)CC2)c1	3	i	i	-11	5	i	i	i	i	i	i
COC(=O)C1=C(C)OC(N)=C(C#N)C1c1cc(OC)ccc1OC (centres undefined)	x	i	i	-5	u	i	i	i	i	i	i
CCOCCCNC(=S)N1C2CCC1CC(NC(=O)Nc1ccc(C(=O)OCC)cc1)C2 (centres undefined)	4	i	i	-9	7	i	i	i	i	i	i
CC1CCC(C(C)C)C(OCC(O)CN2CCOCC2)C1 (centres undefined)	-6	i	i	-8	6	i	i	i	i	i	i
Cc1ccc(NC(=O)C2=C(c3ccccc3)S(=O)(=O)CCS2(=O)=O)cc1	5	i	i	-7	x	i	i	i	i	i	i
Cc1nc(-c2nnc(SCC(=O)Nc3cc(C(F)(F)F)cc(C(F)(F)F)c3)n2C)cs1	x	i	i	-5	-2	i	i	i	i	i	i
O=C(COc1ccc2c(C(F)(F)F)cc(=O)oc2c1)NCc1cccs1	0	i	i	-12	2	i	i	i	i	i	i
Cc1ccc(N2CC(=O)Nc3c(sc4nc(C)cc(C)c34)C2=O)cc1	-11	i	i	-12	-2	i	i	i	i	i	i
O=C(Nc1ccc(F)c(F)c1)c1ccc(F)c(S(=O)(=O)N2CCC3(CC2)OCCO3)c1	2	i	i	-14	3	i	i	i	i	i	i
Cc1n[nH]c(=O)c2c(NC(=O)COC(=O)c3cc(F)cc(F)c3)oc(C)c12	-3	i	i	-12	1	i	i	i	i	i	i
O=C(NC(c1ccccc1)c1ccccc1)N1CCN(CCO)CC1	7	i	i	-4	-3	i	i	i	i	i	i
CS(=O)(=O)N(CC(=O)Nc1ccccc1C(=O)N1CCOCC1)c1cccc(F)c1	1	i	i	-12	-1	i	i	i	i	i	i
Cc1c(N2C(=O)CS/C2=N\N=C\c2ccc(Cl)cc2)c(=O)n(-c2ccccc2)n1C	-2	i	i	-9	7	i	i	i	i	i	i
COc1cc2c(cc1OC)[C@H](Cc1ccc(O)cc1)NCC2	-10	i	i	-6	-3	i	i	i	i	i	i
Cc1c(NC(=O)C2(C)CCCCC2)c(=O)n(-c2ccccc2)n1C	-1	i	i	1	1	i	i	i	i	i	i
Nc1ccc(S(=O)(=O)N2CCCc3ccccc32)cc1	3	i	i	-5	-3	i	i	i	i	i	i
O=C(CC1C(=O)NCCN1Cc1ccc(Cl)c(F)c1)NCC1CCOCC1 (centres undefined)	2	i	i	-9	3	i	i	i	i	i	i
CCn1c(SCC(=O)O)nc2sc3c(c2c1=O)CCC3	5	i	i	-2	-9	i	i	i	i	i	i
Cc1cc(NC(=O)CCOc2ccc(F)cc2)no1	-6	i	i	0	x	i	i	x	i	i	i
COc1ccccc1N1CCN(C(=O)NC23CC4CC(CC(C4)C2)C3)CC1	5	i	i	-9	0	i	i	i	i	i	i
Fc1cccc(NC(=S)NCc2ccccn2)c1	3	i	i	-6	-4	i	i	i	i	i	i
Cc1ccc2nc(NC(=O)C(NS(=O)(=O)c3cccc4nsnc34)C(C)C)sc2c1 (centres undefined)	11	i	i	-9	13	i	i	i	i	i	i
COc1ccc(C(=O)Nc2nnc(S(=O)(=O)N(C)Cc3ccccc3)s2)cc1	0	i	i	-11	-9	i	i	i	i	i	i

Going on with the list:
SMILES	DYRK1A inh	KCNK3 inh	TMEM16A act	hERG rescue	HDAC3 inhib	TRPC4 potent	KCNQ1 inh	ANO1 block	TRPC4 agonist	KCNK9 inh	KCNQ1 pot
COC(=O)CNC(=O)COC(=O)c1ccc(OC)c([N+](=O)[O-])c1	-3	i	i	-1	-1	i	i	i	i	i	i
O=C(OCn1nnc2ccccc2c1=O)c1cccnc1	-1	i	i	-3	-10	i	i	i	i	i	i
COC(=O)c1cc(C)cc(=O)o1	x	i	i	-6	-4	i	i	i	i	i	i
CCOC(=O)CCc1c(C)nc2c(c(C)nn2C(C)(C)C)c1C	0	i	i	-7	12	i	i	i	i	i	i
COc1cccc(-c2cc(C(F)(F)F)nc(-n3cc(C)cn3)n2)c1	12	i	i	-12	-1	i	i	i	i	i	i
Cn1nnnc1Sc1ccc(C(=O)O)cc1[N+](=O)[O-]	1	i	i	-10	x	i	i	i	i	i	i
CCSc1nc(-c2ccccc2)c2cc(Cl)ccc2n1	1	i	i	-4	-4	i	i	i	i	i	i
O=C(NN=C1C2CC3CC(C2)CC1C3)c1cccc(S(=O)(=O)N2CCOCC2)c1	2	i	i	-9	8	i	i	i	i	i	i
CCN(CC)c1nc(-c2ccccn2)nc(-c2ccccc2)c1C#N	1	i	i	-10	2	i	i	i	i	i	i
COc1ccccc1N1CCN(C(=O)Cn2cnc3c2c(=O)n(C)c(=O)n3C)CC1	2	i	i	-7	6	i	i	i	i	i	i
CCCc1cc(C(=O)NC2CCCC2)no1	0	i	i	-10	x	i	i	i	i	i	i
COc1cccc(CNC(=O)C(=O)NCC2OCCCN2S(=O)(=O)c2cc(C)ccc2C)c1 (centres undefined)	-3	i	i	-7	6	i	i	i	i	i	i
Cc1ccc(CC2C(=O)N(c3cc(C)ccc3C)C(=O)C2C)cc1 (centres undefined)	-5	i	i	-2	3	i	i	i	i	i	i
Cc1ccc(Cn2c(C(C)Nc3nc(-c4ccc(F)cc4)cs3)nc3cc(C(F)(F)F)ccc32)cc1 (centres undefined)	-4	i	i	-7	14	i	i	i	i	i	i
CC(CN1CCOCC1)OC(=O)c1ccc(C(C)(C)C)cc1 (centres undefined)	3	i	i	1	4	i	i	i	i	i	i
Cc1ccc(S(=O)(=O)n2nc(OC(=O)C3CCCCC3)cc2N)cc1	-1	i	i	-9	21	i	i	i	i	i	i
CCO[C@@H]1OC(C(=O)N2CCCCCCC2)=C[C@H](C2CCCCC2)[C@H]1CCCO	3	i	i	-13	11	i	i	i	i	i	i

Three entries out of the list above, arranged by their value in HDAC3 inhib, lowest first:
SMILES	DYRK1A inh	KCNK3 inh	TMEM16A act	HDAC3 inhib	TRPC4 potent	KCNQ1 inh	KCNK9 inh
Cc1ccc(CC2C(=O)N(c3cc(C)ccc3C)C(=O)C2C)cc1 (centres undefined)	-5	i	i	3	i	i	i
CCO[C@@H]1OC(C(=O)N2CCCCCCC2)=C[C@H](C2CCCCC2)[C@H]1CCCO	3	i	i	11	i	i	i
Cc1ccc(Cn2c(C(C)Nc3nc(-c4ccc(F)cc4)cs3)nc3cc(C(F)(F)F)ccc32)cc1 (centres undefined)	-4	i	i	14	i	i	i
